PTEN del growth = growth suppression of PTEN-null HCT116, primary screen, cell-based, CellTiter-Glo | HCT116 PTEN-null viability, 60 h; active compounds read low | viability, % at 10 µM | 1.2% of 140,000 active;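 active = viability at or below a set limit, 4 SD under the median of all tested compounds, cut at about 3.7% in these data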;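 note: PTEN knockout HCT116 line with beta catenin targeted HCT116 as companion control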
NPY Y2 blocker = NPY-Y2 receptor antagonists, primary screen, cell-based; AID 793, 2007; 0.99% of 140,000 active; Neuropeptide Y receptor type 2 (Homo sapiens), P49146; inhibition, % at 2.7 µM; NPY-Y2 expressing cells, antagonist mode; in the data active = inhibition above about 17%;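 note: 0% = vehicle with agonist challenge and 100% = reference antagonist with challenge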
Target sequence (P49146 whole entry, looked up): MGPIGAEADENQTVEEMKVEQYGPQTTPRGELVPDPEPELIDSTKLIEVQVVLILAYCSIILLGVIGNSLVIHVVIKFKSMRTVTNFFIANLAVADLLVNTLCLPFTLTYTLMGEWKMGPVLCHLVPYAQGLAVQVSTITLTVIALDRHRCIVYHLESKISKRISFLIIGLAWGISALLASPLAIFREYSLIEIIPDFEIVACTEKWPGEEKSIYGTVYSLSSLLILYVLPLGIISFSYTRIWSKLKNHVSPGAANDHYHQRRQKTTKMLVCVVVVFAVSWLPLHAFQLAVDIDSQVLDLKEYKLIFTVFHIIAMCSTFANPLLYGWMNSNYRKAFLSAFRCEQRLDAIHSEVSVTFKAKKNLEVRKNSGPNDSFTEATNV
Phagocyt inh = inhibitors of macrophage phagocytosis, primary screen, imaging, J774A.1 cells, IgG beads | J774A.1 macrophage IgG-bead phagocytosis | inhibition, % at 5 µM | 0.07% of 110,000 active | AID 1029, 2008;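 active = inhibition above the mean of the plate negative controls plus 5 SD, cut at about 13% in these data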;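 note: phagocytic index as fraction of beads internalized from green versus red external bead signal; plate controls were DMSO negative control for no effect and cytochalasin-D positive control for full effect; some results beyond the cut were filed as inactive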
Measles CPE = compounds protecting cells from measles virus cytopathic effect, primary screen, measles RdRp inhibitor project, single point, MLSMR library, absorbance; Measles virus-infected cells, CPE protection; protection (pct of control), % at 4 µM; 1.5% of 140,000 active; AID 841, 2007; in the data active = protection mostly above about 24%, no sharp cut-off; inactive = mostly below about 26%; note: some compounds called inactive have numbers as strong as hits
BB579 growth dn = growth inhibitors of yeast BB579 in restrictive medium, primary screen, yeast lifespan-shortening project, S. cerevisiae | OD615, 48 h | inhibition, % at 10 µM | 0.51% of 140,000 active;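 active = inhibition above a set limit, 3 SD over the mean compound inhibition, cut at about 44% in these data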; note: inactives centre near -24
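Assay system: S. cerevisiae DeaD strain BB579 yeast. Medium: CSMM-D restrictive synthetic medium containing dextrose (glucose). Times: 4 h cell preincubation, 48 h compound exposure, 30 °C humidified. Signal: OD615 turbidity measurement. Benchmarks: positive control amphotericin B 10 µg/mL.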
GALR2 antag = GALR2 antagonists in receptor-expressing cells, primary screen; Galanin receptor type 2 (Homo sapiens), O43603; antagonist mode; inhibition, % at 4 µM; 0.39% of 140,000 active; AID 828, 2007; in the data active = inhibition above about 27%;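 note: cells stimulated with galanin 1-16 at roughly its EC80; 0% = agonist challenge control and 100% = basal control without agonist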
Target sequence (O43603 whole entry, looked up): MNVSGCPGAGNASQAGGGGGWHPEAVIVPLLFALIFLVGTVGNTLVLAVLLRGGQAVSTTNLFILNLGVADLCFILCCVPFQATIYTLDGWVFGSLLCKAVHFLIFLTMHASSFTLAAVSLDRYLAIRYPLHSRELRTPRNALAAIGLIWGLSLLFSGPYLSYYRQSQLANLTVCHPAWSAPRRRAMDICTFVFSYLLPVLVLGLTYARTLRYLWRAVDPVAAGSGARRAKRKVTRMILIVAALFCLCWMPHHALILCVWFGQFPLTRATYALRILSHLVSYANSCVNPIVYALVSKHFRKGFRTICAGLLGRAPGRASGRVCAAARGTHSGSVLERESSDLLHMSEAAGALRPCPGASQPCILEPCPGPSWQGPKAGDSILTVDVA
E-sel TNF inh = E-selectin induction blockers in HUVEC – imaging, immunofluorescence, high content, primary screen | HUVEC TNFa-induced E-selectin immunofluorescence | inhibition, % at 2 µM | 0.71% of 120,000 active;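 active = inhibition above the batch mean plus 3 SD, and confirmed as a hit on visual image review, cut at about 43% in these data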;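 note: 0% = TNF-stimulated DMSO wells and 100% = unstimulated control wells; not every result past the cut was called active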
bCat KO growth = primary screen for growth suppressors in beta-catenin knockout HCT116 cells (colon tumor, human). AID 818, 2007. viability, % at 10 µM. 1.5% of 140,000 active. HCT116 beta-catenin knockout viability, CellTiter-Glo, 60 h; active compounds read low;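 active = viability at or under a set limit, the compound median less 4 SD, cut at about 6% in these data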;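 note: 0% = Hyamine 1622 control at 20 µM and 100% = untreated cell control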
Yeast life ext = compounds extending yeast replicative lifespan, primary screen, S. cerevisiae, OD615 | inhibition of the nicotinamide effect, % at 10 µM | S. cerevisiae growth with nicotinamide; deaD strain in restrictive glucose medium | 0.68% of 130,000 active;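 active = inhibition above a set limit, placed 3 SD over the median of all compounds, cut at about 26% in these data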;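 note: 0% = nicotinamide-treated wells and 100% = cells grown without nicotinamide; some compounds called inactive have numbers as strong as hits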
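Test system: DeaD-strain S. cerevisiae / Buffer or medium: restrictive glucose medium / Also added: nicotinamide 1.5 mM / Doses: one concentration, 10 µM, DMSO 0.25% / Schedule: 48 h at 30 °C / Signal: OD615 measurement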
MRP-1 activ = H69AR viability gain despite doxorubicin, primary screen, MRP-1 activator project, H69AR cells, CellTiter-Glo. 0.61% of 140,000 active. viability increase, % at 10 µM. AID 799, 2007. viability rescue;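 active = viability gain under doxorubicin at or above a set limit, the compound median plus 3 SD, cut at about 4.7% in these data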;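 note: MRP-1 overexpressing cells given doxorubicin 25 µM after compound pretreatment; 18-22 h compound pretreatment then 72 h with doxorubicin before readout; 0% = doxorubicin-only wells and 100% = vehicle-treated cells without doxorubicin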
* marks the source's active call; other numbers are inactive results; / = not tested or not shown.

Below each SMILES: PTEN del growth	NPY Y2 blocker	Phagocyt inh	Measles CPE	BB579 growth dn	GALR2 antag	E-sel TNF inh	bCat KO growth	Yeast life ext	MRP-1 activ
- CC1(c2ccccc2)NC(=O)N(CC(=O)Nc2ccc3c(c2)OCO3)C1=O (centres undefined)
→ 90	0	0	10	-20	-5	-6	79	-19	-1.1
- CC(C)(C)NC(=O)Cc1ccc(S(=O)(=O)N2CCCC2)s1
→ 98	-1	0	19	-29	-7	13	80	-8	-2.3
- COc1cc(C(C)=O)ccc1Oc1ncnc2c1cnn2-c1ccc(F)cc1
→ 96	3	-4	8	-9	7	-7	91	-2	-0.4
- CCc1ccccc1N(CC(=O)N/N=C/c1ccc(OC(=O)OC)c(OC)c1)S(C)(=O)=O
→ 93	0	-1	23	2	3	-62	101	-15	-4.1
- CCOc1ccc(-c2nc(-c3ccc(OC)cc3)no2)cc1OCC
→ 103	3	-1	10	-66	-1	-7	88	-3	1.0
- CCC(=O)N1c2ccc(S(=O)(=O)CCC(=O)NCc3cccs3)cc2CC1C (centres undefined)
→ 82	3	/	6	-1	13	-9	82	-10	-3.8
- CN(C)C(=O)CCc1nc(-c2ccc(C(C)(C)C)cc2)no1
→ 81	3	/	32	-31	-8	15	82	-26	-1.8
- Cc1ccc(C(=O)CN(C(=O)c2ccc(Cl)c(Cl)c2)N2C(=O)C3CCCCC3C2=O)cc1C (centres undefined)
→ 96	2	0	14	-20	-3	-7	100	0	-0.5
- COC(=O)C1=C(NC(C)=O)CCS1
→ 91	5	-2	/	5	10	/	92	-1	-1.6
- CCOC(=O)c1c(C)[nH]c(C(=O)CSc2nnc(-c3ccncc3)n2CC)c1C
→ 102	2	-4	9	-11	15	-2	99	-4	-4.2
- COc1cc(NS(=O)(=O)c2ccc(N/C=C\C(=O)c3ccc(OC)c(OC)c3)cc2)nc(OC)n1
→ 100	4	-8	18	-30	5	/	102	0	-3.4
- Cc1cc(O)c(C=Nc2ccc(Cl)cn2)c(=O)o1
→ 97	2	-1	18	-24	6	12	92	-2	-1.0
- COc1cc(NC(=O)CSc2ncccc2C(=O)OC(C)C)cc(OC)c1
→ 93	3	-1	1	-21	-12	/	99	-9	-0.9
- COc1ccc2nc(NC(=O)CCc3nc(-c4ccccc4F)no3)sc2c1
→ 100	-1	-1	3	-38	18	-14	97	-10	-0.4
- Cc1ccc(S(=O)(=O)Nc2ccc(-c3nnc(SCC#N)n3C)cc2)cc1
→ 105	0	-1	4	-32	7	/	107	9	-0.4
- CCCCOc1ccc(C(=O)N/N=C/c2cn[nH]c2-c2ccc(OC)c(OC)c2)cc1
→ 96	1	/	36	10	2	/	93	-3	-0.5
- Cc1ccc(S(=O)(=O)/N=C(\CCl)N2CCOCC2)cc1
→ 57	2	-2	5	-31	26	16	54	9	-5.7
- CCN(CC)C(=O)CSc1nc(-c2ccc(C)cc2)nc2c1COC(C)(C)C2
→ 65	20*	0	14	2	3	10	77	-7	-1.1
- O=C(Cc1ccccc1)NC1CCN(S(=O)(=O)c2cccc(F)c2)CC1
→ 101	-4	-1	5	-9	0	24	104	-9	-0.2
- Cc1nnc(NC(=O)C2c3ccccc3Oc3ccccc32)s1
→ 86	1	/	5	-9	5	7	73	/	-0.7
- CCC1=NN(C(=O)Cc2ccc(OC)c(OC)c2)C(O)(C(F)(F)F)C1 (centres undefined)
→ 94	3	-3	18	-11	-12	/	93	-13	-1.1
- Cc1csc(SCC(=O)Nc2nc(-c3ccccc3)cs2)n1
→ 102	4	0	4	-33	0	-12	110	-16	1.4
- O=C(Cn1ccc2ccccc2c1=O)NCCC(=O)Nc1ccc2c(c1)OCCO2
→ 97	0	0	12	-55	11	/	100	-6	-1.6
- COc1cccc2[nH]c3c(N4CCCCC4)ncnc3c12
→ 81	0	4	1	-60	12	/	78	-9	-0.9
- CC(=O)Nc1cccc(NC(=O)CSc2nnnn2C)c1
→ 103	2	-2	2	-24	22	-6	79	32	-0.3
- Cc1nnc(SCC(=O)NC2CCCCC2)n(N)c1=O
→ 103	5	-1	18	-15	-2	-10	94	-10	-0.2
- Cc1nonc1OCCNC(=O)C12CC3CC(CC(C3)C1)C2
→ 75	2	-1	20	-26	10	-4	71	11	-0.7
- O=C1C2CCCCC2C(=O)N1c1ccc(NC2CCCCC2)c([N+](=O)[O-])c1 (centres undefined)
→ 90	-2	-5	4	-31	5	-6	84	-1	-2.8
- COc1cccc(NC(=O)COC(=O)c2ccccc2F)c1
→ 100	2	-8	16	-23	-2	-16	93	-7	-0.1
- O=C(COC(=O)/C=C/c1ccco1)Nc1ncc(C(F)(F)F)cc1Cl
→ 94	3	-10	16	-16	-10	-10	93	-3	-2.5
- CC1=NN(C(C)C)C(=O)C1
→ 107	3	-2	6	3	-17	54*	94	3	-2.7
- CCN(CC)C(=O)CCNS(=O)(=O)c1ccc(C)cc1
→ 95	-3	/	7	-5	7	-3	82	-2	-3.8
- O=C(Nc1ccccc1)Nc1cccc2cccnc12
→ 61	-1	-3	4	-21	24	-55	67	-10	-2.2
- COc1ccccc1-c1coc2cc(OCC(=O)OCc3ccccc3)ccc2c1=O
→ 88	1	-13	3	-32	-3	/	89	-3	-0.9
- COc1ccc(C(=O)CSc2ccc(-c3ccccc3)nn2)cc1
→ 99	7	4	7	-19	11	-17	98	-3	0.0
- CC1CCCCN1CC(=O)Nc1ccccc1Sc1ccccc1 (centres undefined)
→ 76	4	/	1	-36	3	7	78	4	-1.8
- CCCc1cc(=O)[nH]c(SCC(=O)N(C)CC(=O)Nc2ccc(C)cc2)n1
→ 107	4	0	24	-67	8	17	104	0	-0.5
- c1cc2nc(C34CC5CC(CC(C5)C3)C4)[nH]c2cn1
→ 97	0	1	6	-23	10	-14	92	0	0.2
- COc1cccc(C2C(C#N)=C(N)Oc3cc(C)n(Cc4ccco4)c(=O)c32)c1 (centres undefined)
→ 104	1	0	14	-56	6	/	103	-10	0.4
- Cc1ccc(CNC(=O)C2CCN(S(=O)(=O)c3c(C)noc3/C=C/c3ccco3)CC2)cc1
→ 74	0	/	20	-23	-10	57*	70	-9	2.2
- Cn1c(SCC(=O)Nc2ccc3cn[nH]c3c2)nnc1-c1cccs1
→ 103	0	-3	6	-16	30*	18	90	-2	-2.6
- Cc1cc(C)nc(NC2=NCC(=O)N2c2ccccc2Br)n1
→ 93	4	/	5	6	12	/	93	-4	-3.1
- CCOc1ccccc1CN1C(=O)c2ccccc2C1C(=O)NC(C)CC (centres undefined)
→ 96	11	0	4	-52	-2	8	92	-2	-0.7
- Cn1c(=NC(=O)c2ccc(S(=O)(=O)N3CCCc4ccccc43)cc2)sc2cc(S(C)(=O)=O)ccc21
→ 90	-3	-1	43	-8	-4	/	90	14	-1.6
- CN(Cc1cc([N+](=O)[O-])c2cccnc2c1O)C1CCCCC1
→ 71	1	-4	9	-7	6	/	71	3	1.3
- COCCNC(=O)c1ccc2c(c1)NC(=O)CS2
→ 87	2	-1	26	-4	-7	52	93	-20	-2.0
- Cc1oc(-c2ccccc2F)nc1CS(=O)(=O)CC(=O)NC1CCCC1
→ 88	4	0	4	-35	11	5	83	1	0.0
- CCOC(=O)c1ccc(-c2ccc(C(=O)Nc3cccnc3)o2)cc1
→ 39	1	-1	10	-14	1	-4	78	-33	-4.6
- Brc1ccc(-c2noc(CCc3ccccc3)n2)o1
→ 98	2	0	15	-42	0	/	94	-10	-0.7
- O=C1C(Cl)=C(NCCCO)C(=O)c2ccccc21
→ 11	-1	-2	21	-6	4	14	11	-13	-2.4
- CC1(C)O[C@H]2OC([C@H](O)CON3C(=O)c4ccccc4C3=O)[C@H](O)[C@H]2O1 (some centres undefined)
→ 96	0	/	11	-13	4	3	89	4	-0.5
- O=C(CNC(=O)Cc1ccccc1)NCC(=O)OCC(=O)c1cccc2ccccc12
→ 89	1	/	28	-33	10	16	85	-11	0.5
- COCCOC(=O)c1c(C)n(C)c2ccc(OC(=O)C3CC3)cc12
→ 90	3	-1	16	-19	-17	-29	94	-11	1.0
- COc1ccc(NC(=O)c2cc(Br)ccc2Cl)c(OC)c1
→ 93	2	-1	2	-38	-16	/	105	-4	2.1
- Cc1cc(Br)ccc1NCc1ccccn1
→ 91	2	/	12	-78	0	29	82	-23	-1.7
- COc1ccc(NC(=O)CN(C2CCCCC2)S(C)(=O)=O)cc1OC
→ 100	3	6	20	-34	-1	-8	112	-10	0.4
- N/C(=N\OC(=O)Cc1cccs1)c1ccc(Br)cc1
→ 98	5	-1	7	-27	-5	9	97	-3	1.3
- CCCn1c(N)c(Sc2ccc(Cl)cc2)c(=O)n(CCC)c1=O
→ 98	4	2	18	-51	8	/	98	-8	0.1
- CCOc1ccc(NC(=O)CCCc2cc(-c3ccc(OCC)cc3)on2)cc1
→ 69	0	-1	21	-47	0	21	76	-1	-4.5
- CCOc1ccc(NC(=O)CN2CCN(CC(=O)c3ccc(OCC)cc3)CC2)cc1
→ 102	2	4	24	-39	-19	-16	84	-11	-1.5

The list continues:
Below each SMILES: PTEN del growth	NPY Y2 blocker	Phagocyt inh	Measles CPE	BB579 growth dn	GALR2 antag	E-sel TNF inh	bCat KO growth	Yeast life ext	MRP-1 activ
- Cc1cc(C)n(-c2nc(-c3ccc(Cl)c(Cl)c3)cs2)n1
→ 85	3	/	1	-35	7	14	82	-18	-3.0
- CCn1c(CSc2nc(C)cc(C)n2)nnc1SCC(=O)Nc1nc(-c2ccccc2)cs1
→ 72	-1	-2	17	-64	-9	17	88	-1	-0.5
- O=C(CSc1nc2cc(Cl)ccc2s1)Nc1cccc(S(=O)(=O)N2CCOCC2)c1
→ 63	2	-8	3	-24	0	/	74	0	0.8
- Cc1ccccc1OCC(=O)NC(=S)Nc1ccc(S(=O)(=O)NC2CCCCC2)cc1
→ 75	0	/	32	-12	2	6	71	-10	-3.5
- Cc1ccc(-c2nn(CC(N)=O)c(=O)c3ccccc23)cc1S(=O)(=O)N(C)C
→ 93	0	-1	8	-11	-1	22	83	-7	-3.6
- CCCCOc1ccc(C(C)NC(=O)CCS(=O)(=O)Cc2ccccc2Cl)cc1 (centres undefined)
→ 96	6	-9	7	-15	-6	/	93	7	-2.5
- CCCCn1c(SCC(=O)NCc2ccco2)nc2ccc(N3CCOCC3)cc2c1=O
→ 66	4	2	4	8	3	-6	58	-14	-2.5
- O=C(Nc1ccc2ccccc2c1)C(c1ccccc1)C1CCCC1 (centres undefined)
→ 35	22*	-13	8	-21	4	-34	45	-1	-4.2
- Cc1ccccc1N1C(S)=C(C#N)C(=O)NC1c1cccs1 (centres undefined)
→ 83	5	1	2	-15	-1	5	83	-11	-1.3
- COc1ccc(/C=C/C(=O)c2ccc3c4c(cccc24)CC3)cc1
→ 20	6	-8	7	-6	0	25	27	-2	-5.7
- CCCC1C(C#N)=C(N)Oc2n[nH]c(C(C)(C)C)c21 (centres undefined)
→ 101	3	0	5	-54	-5	3	100	-1	-0.2

Source: PubChem (several laboratories)
